ERG-DNA inh – ERG Ets/DNA interaction inhibition; P11308; fluorescence polarization, His-ERG Ets domain / labelled DNA; Potency, µM (titrated, usually from 76.9 µM), without a hit: at the highest dose FP activity, negative = inhibition, usual class: inhibitors; hit rate 0.028% among 370,000; active means well fitted inhibition curve with a large enough effect in the polarisation, with a control signal flat; inconclusive means small, poorly fitted or top-dose-only effect, or effect the other way, or a change in a side signal; inactive means no such curve, though single readings can be large or run the other way; the % refers to the polarisation;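 further: polarization taken with two DNA probes labelled with fluorescein and Texas red; potency means the concentration at half of the fitted maximal effect; % of control where 0% means no effect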
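His-tagged ERG Ets domain (1 uM in the protein solution; 300mM KCl, 50mM Tris-HCl, 1mM EDTA, 1mM DTT, pH 7.5) received compound, then a probe mix of 5 nM fluorescein-DNA and 100nM Texas-615-DNA. Fluorescence polarization was read for both dyes.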
Pol kappa inh – inhibitors of human DNA polymerase kappa; Q9UBT6; purified Pol kappa, fluorescent DNA synthesis assay, 10 min; Potency, µM (highest dose often 107 µM), for the others: top-dose activity, negative = inhibition, actives largely listed as inhibitors; hit rate 0.53% among 400,000; further: potency means the concentration at half of the fitted maximal effect; on the % scale 0 is the no-effect control and ±100 the full control effect
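First, compounds were pin-transferred onto 10 nM Pol kappa. After 15 min at room temperature, substrate was added to 50 nM final. Fluorescence was then measured kinetically at 0 and 10 min.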
Pol iota inh – DNA polymerase iota (human) inhibition. Potency, µM (highest dose often 115 µM), inactives show at the top dose activity, negative = inhibition, actives largely listed as inhibitors. hit rate 1% among 390,000. Q9UNA4. Pol iota fluorescent replication assay, 10 min. AID 588590; further: potency means the concentration at half of the fitted maximal effect
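Pol iota at 10 nM preincubated 15 min with compounds at room temperature; reaction started with fluorescent substrate, 50 nM final. Fluorescence read kinetically at 0 and 10 min; buffer-only wells as negative control.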
Anesthetic bind – candidate novel general anesthetic via apoferritin binding | P02791 | apoferritin/1-aminoanthracene competitive binding, fluorescence | Potency, µM (series often up to 77.5 µM), for the others: at the highest dose activity change, negative = displacement, usual class: inhibitors | hit rate 0.074% among 350,000; further: potency means the concentration at half of the fitted maximal effect; on the % scale 0 is the no-effect control and ±100 the full control effect; nearly all actives have a fitted effect of over 20% in size
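Steps: apoferritin (10 uM) was premixed with half-saturated 1-AMA in PBS, compounds were pin-transferred, plates stood 10 min at room temperature, fluorescence was read at 380/535 nm, and curves were fitted with a Hill equation.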
ALOX12 inh – inhibitors of human 12S-lipoxygenase ALOX12 | purified 12hLO, xylenol orange hydroperoxide absorbance | Potency, µM (doses to about 108 µM), for inactives: at the top dose activity change, negative = inhibition, most hits filed as inhibitors | P18054 | hit rate 1.1% among 580,000; further: potency means the concentration at half of the fitted maximal effect; on the % scale 0 is the no-effect control and ±100 the full control effect
Target sequence (P18054 whole entry, looked up): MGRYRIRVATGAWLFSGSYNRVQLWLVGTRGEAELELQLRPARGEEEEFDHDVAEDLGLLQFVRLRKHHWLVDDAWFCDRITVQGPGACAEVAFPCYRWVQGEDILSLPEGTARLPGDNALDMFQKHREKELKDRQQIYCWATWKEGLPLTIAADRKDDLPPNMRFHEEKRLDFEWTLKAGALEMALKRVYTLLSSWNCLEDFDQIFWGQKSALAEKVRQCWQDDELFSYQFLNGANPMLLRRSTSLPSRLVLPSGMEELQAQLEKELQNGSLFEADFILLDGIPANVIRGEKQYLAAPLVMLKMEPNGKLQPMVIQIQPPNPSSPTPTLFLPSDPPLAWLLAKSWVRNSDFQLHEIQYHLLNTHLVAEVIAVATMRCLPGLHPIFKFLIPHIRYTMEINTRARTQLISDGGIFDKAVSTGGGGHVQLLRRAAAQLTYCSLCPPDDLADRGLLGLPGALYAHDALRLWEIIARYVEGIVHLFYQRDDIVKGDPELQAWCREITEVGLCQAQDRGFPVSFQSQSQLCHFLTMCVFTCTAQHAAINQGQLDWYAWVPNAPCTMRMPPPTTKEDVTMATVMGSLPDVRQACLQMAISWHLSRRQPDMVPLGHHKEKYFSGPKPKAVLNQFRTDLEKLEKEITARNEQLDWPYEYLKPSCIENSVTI
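Purified human 12hLO (150 nM final) in 25 mM Hepes, 0.01% Triton X-100, pH 7.0 was preincubated 15 min at room temperature with compound. Then 40 uM arachidonic acid was added, 30 min. Hydroperoxide was read by Fe-XO absorbance ratio 573/405 nm.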
APEX1 inh – APE1 (human) endonuclease inhibition; Potency, µM (doses to about 65.8 µM), without a hit: at the top dose activity change, negative = inhibition, usual class: inhibitors; hit rate 0.35% among 350,000; AID 2517; recombinant APE1, TAMRA/BHQ-2 abasic DNA cleavage fluorescence;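 further: potency means the concentration at half of the fitted maximal effect; plate controls were vehicle for no effect and reference inhibitor for full effect; nearly all actives have a fitted effect of over 55% in size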
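Activity was derived from the fluorescence gain between first and third kinetic reads (60 s intervals, ex 525/em 598 nm) after 50 nM THF-abasic TAMRA/BHQ-2 duplex was added to 0.75 nM APE1 preincubated 15 min with compound.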
TRHR agonist – agonists of human TRH receptor; activation, % at 2 µM; TRHR cells, calcium flux fluo-8, FDSS agonist mode; P34981; hit rate 0.18% among 360,000; in the data active means activation above about 30%; further: 0% is about no effect
Target sequence (P34981 whole entry, looked up): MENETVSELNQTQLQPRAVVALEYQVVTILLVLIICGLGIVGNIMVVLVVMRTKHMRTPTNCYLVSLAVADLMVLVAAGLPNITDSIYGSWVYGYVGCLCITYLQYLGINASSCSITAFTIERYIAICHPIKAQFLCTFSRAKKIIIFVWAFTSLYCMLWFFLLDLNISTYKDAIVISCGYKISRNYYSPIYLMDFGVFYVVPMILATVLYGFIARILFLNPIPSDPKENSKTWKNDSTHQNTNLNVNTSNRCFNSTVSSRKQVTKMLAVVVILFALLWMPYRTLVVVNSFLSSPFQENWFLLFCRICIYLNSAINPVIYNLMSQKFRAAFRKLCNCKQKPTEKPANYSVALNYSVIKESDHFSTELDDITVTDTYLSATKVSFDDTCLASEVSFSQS
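In this calcium-flux screen, cells bearing human TRHR are dye-loaded with fluo-8, baselined for 10 cycles, then exposed to library compounds; positive kinetic calcium responses during the agonist phase mark hits, with TRH as control.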
Pol beta inh – DNA polymerase beta (human) inhibition | P06746 | Potency, µM (series often up to 114 µM), for the others: at the highest dose activity change, negative = inhibition, hits mostly inhibitors | hit rate 1.3% among 340,000 | Pol beta primer extension/strand displacement, fluorescence kinetic; further: potency means the concentration at half of the fitted maximal effect; on the % scale 0 is the no-effect control and ±100 the full control effect
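Homogeneous kinetic assay of primer extension and strand displacement by 10 nM Pol beta, preincubated 15 min at room temperature with compound before 50 nM substrate (final) was added. Read at 0 and 10 min; four-parameter Hill fit.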
BLM inh – blocks DNA unwinding by human BLM helicase. recombinant BLM DNA unwinding, fluorescence dequenching. Potency, µM (doses to about 56.1 µM), inactives show top-dose activity change, negative = inhibition, hits mostly inhibitors. hit rate 0.2% among 350,000. AID 2528;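 further: potency means the concentration at half of the fitted maximal effect; plate controls were vehicle for no effect and no enzyme for full effect; nearly all actives have a fitted effect of over 35% in size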
Numbers without * were called inactive; i = inactive; ? = inconclusive; / = no result given; & = joins results of further samples; [ ] = dose if it differs, or a comment. Unless noted, the call rests on the fitted dose curve; in most records, active means well fitted curve in the direction sought with a large enough effect; inconclusive means small, poorly fitted or top-dose-only effect, or another doubt; inactive means no such curve, though single readings can be large; an effect the other way counts as inactive or inconclusive. The list is partial; count on the stated rates, not on these rows.

SMILES	ERG-DNA inh	Pol kappa inh	Pol iota inh	Anesthetic bind	ALOX12 inh	APEX1 inh	TRHR agonist	Pol beta inh	BLM inh
COC(=O)C1=C(C)N(c2ccc(OC)cc2)C(=O)/C1=C\c1cccs1	0%	-8%	17%	-12%	-22%	3%	-0.1	0%	-4%
O=[N+]([O-])c1ccc2ccn(C3OCC(O)C(O)C3O)c2c1 (stereo not given)	2%	6%	102%[activator]	-13%	?	4%	0.3	3%	2%
O=C(Nc1ccc(Cl)cc1)c1cccnc1N1CCCCC1	-9%	-17%	-4%[58.9 µM]	?	-7%	5%	0.4	8%	-2%
COc1ccc(NC(=O)CC(C)C)c([N+](=O)[O-])c1	2%	-4%	70%[activator]	-17%	-15%	10%	0.1	5%	-1%
COc1ccc(S(=O)(=O)n2nc(OCc3cccs3)cc2N)cc1	-6%	1%	10%	-8%	-1%	1%	-0.2	7%	-6%
O=C(NCCCN1CCOCC1)c1nn(-c2ccccc2)c(=O)c2ccccc12	1%	-4%	205%[activator]	/	8%	-6%	-0.3	/	/
Cc1ccc(N2C(=O)c3sc4nnc(C)c(=O)n4c3C2=O)cc1	0%	-7%	28%	-10%	-22%	-9%	0.0	15%	-7%
CC(=O)N1C(C)(C)CC(=NOC(=O)c2ccc(C)cc2)CC1(C)C	-1%	-4%	102%[activator]	-3%	1%	0%	-0.3	-20%	-1%
N=C(N)c1ccccc1	-3%&-18%	6%[60.1 µM]	-10%[58.9 µM]	-12%	5%&-21%&-18%	4%&-2%	0.0	-13%[57.1 µM]	-1%
Oc1ccccc1-n1nc2ccc3nonc3c2n1	-6%	-2%	-3%	1%	12%	1%	-0.3	?	1%
O=C(Nc1ccc(S(=O)(=O)NC2=NCCCCC2)cc1)c1cc(S(=O)(=O)N2CCOCC2)ccc1F	6%	-5%	5%	-18%	0%	12%	-0.1	41%	-1%
COc1ccc(-c2nc(CN3CCC(C(=O)NC4CCN(Cc5ccccc5)CC4)CC3)c(C)o2)cc1OC	-8%	0%	17%	-6%	0%	22%	0.2	4%	-4%
COc1ccc(C(=O)Nc2cccnc2Cl)cc1OC	-6%	-10%	6%	0%	6%	7%	-0.2	?	-2%
Cc1ccc2nc(C)cc(N/N=C/c3ccc(F)cc3)c2c1	-1%	-17%	111%[activator]	9%	0%	7%	-0.2	0%	-1%
Cc1nn(-c2ccccc2)c(Cl)c1C(=O)Nc1c(C)n(C)n(-c2ccccc2)c1=O	5%	0%	?	-9%	-6%	-11%	0.2	5%	-1%

Shown comma-delimited: entries from further up
mol,ERG-DNA inh,Pol kappa inh,Pol iota inh,Anesthetic bind,ALOX12 inh,APEX1 inh,TRHR agonist,Pol beta inh,BLM inh
COc1ccc(C(=O)Nc2cccnc2Cl)cc1OC,-6%,-10%,6%,0%,6%,7%,-0.2,?,-2%
Cc1nn(-c2ccccc2)c(Cl)c1C(=O)Nc1c(C)n(C)n(-c2ccccc2)c1=O,5%,0%,?,-9%,-6%,-11%,0.2,5%,-1%
Oc1ccccc1-n1nc2ccc3nonc3c2n1,-6%,-2%,-3%,1%,12%,1%,-0.3,?,1%

(next part)
SMILES	ERG-DNA inh	Pol kappa inh	Pol iota inh	Anesthetic bind	ALOX12 inh	APEX1 inh	TRHR agonist	Pol beta inh	BLM inh
O=C(c1ccc(Cl)cc1Cl)N1CCSCC1	-7%	-8%	79%[activator]	-8%	0%	16%	-1.0	15%	-1%
CCCCN(C(=O)C1CC(=O)N(Cc2ccc(C)cc2)C1)c1c(N)n(CCCC)c(=O)[nH]c1=O (stereo not given)	2%	-22%	12%	/	-27%	9%	0.2	/	/
CC(C)(CSc1ncccn1)NS(=O)(=O)c1ccccc1	-17%	5%	2%	-4%	0%	4%	0.2	2%	1%
Cc1cc([N+](=O)[O-])ccc1NC(=O)c1ccco1	-6%	-6%	90%[activator]	-2%	-7%	3%	-0.6	21%	-3%
Cc1cc(C)cc(NC(=O)[C@H]2O[C@@H]3OC(C)(C)O[C@@H]3[C@H]3OC(C)(C)O[C@H]32)c1	6%	1%	-12%	-2%	0%	/	-0.8	25%	1%
COc1cccc(C(=O)C(C#N)=C(SC)SC)c1	5%	9%	31%[activator]	-1%	-29%	3%	0.1	3%	2%
CCc1cc(C=C(Cl)Cl)oc(=O)c1C	5%	-1%	-12%	?	-1%[57.4 µM]	0%	-0.9	2%	3%
CC(C)OC(=O)C1C2C=CC3(CN(Cc4cccs4)C(=O)C13)O2 (stereo not given)	-1%	-1%	25%	-10%	-4%	?	-0.2	12%	0%
CCOC(=O)c1sc(NC(=O)C2c3ccccc3Oc3ccccc32)c(C(=O)OCC)c1C	3%	?	?	5%	-2%	/	-0.5	-5%	-13%
COc1cc(OC)c(OC)cc1CN1CCC(O)CC1	-3%	11%	10%	1%	?	1%	0.6	-8%	-2%
COc1ccc(Cl)cc1NC(=O)Cn1c(=O)n(Cc2cccs2)c(=O)c2cccnc21	0%	-18%	-21%	-4%	-20%	/	1.2	-14%	-9%
CC(=O)c1sc(NC(=O)CS(=O)(=O)c2ccc(F)cc2)nc1C	4%	-2%	57%[activator]	/	-17%	1%	0.9	/	/
COc1ccc(S(=O)(=O)N2CCCOC2CNC(=O)C(=O)NCc2ccco2)cc1 (stereo not given)	-2%	-4%	89%[activator]	-11%	-8%	20%	0.4	7%	1%
COc1ccc(-n2nc(C(=O)NCC(=O)NC(C)C)c3ccccc3c2=O)cc1OC	-5%	-11%	-24%	31%[activator]	0%	-8%	-0.2	16%	-1%
Cc1ccc2cc(CCNC(=O)c3cccc([N+](=O)[O-])c3)c(=O)[nH]c2c1C	5%	-1%	132%[activator]	-2%	31%[activator]	-16%	-1.7	34%	-15%
C#CCOC(=O)c1ccccc1C(=O)O	0%	-8%	79µM*	4%	-20%	-2%	0.4	0%	2%
O=C(Nc1ccccn1)c1ccc(Cl)c(S(=O)(=O)N2CCCCCC2)c1	3%	0%	-29%	/	20%	4%	1.1	/	/
CCc1cc(C(=O)N2CCN(S(=O)(=O)c3cc(C)ccc3C)CC2)sc1C	-5%	-11%	10%	/	-4%	-10%	-0.1	/	/
CC(C)(C)NC(=O)C(c1cccs1)N(C(=O)c1csnn1)c1cccc(F)c1 (stereo not given)	-8%	8%	-5%	-12%	-2%	9%	0.1	11%	2%
CCCCN(C)C(=O)c1cn(CC)c2ccc(S(=O)(=O)N(C)C)cc2c1=O	-6%	18%	44%[activator]	0%	435%[activator]	-12%	-0.5	30%	3%
O=[N+]([O-])c1cc(-c2ccc(/C=N\n3cnnc3)o2)cc([N+](=O)[O-])c1	1%	?	22µM*	?	-63%	31%	0.4	56µM*	-7%
Clc1ncc(CN2CCN(c3ccccc3)CC2)s1	-11%	8%	48%[activator]	-5%	0%	3%	-0.7	59%	-5%
COc1ccc(C(=O)NCc2nnc(SCC(=O)Nc3ccccc3F)o2)cc1	12%	4%[60.1 µM]	19%	-6%	21%	0%	-0.2	0%	-3%
COCC(=O)Nc1ccc(S(=O)(=O)N2CCCC2)cc1	-24%	-27%	108%[activator]	-11%	0%	9%	0.4	24%	-3%
C/C(=N\Nc1ccc(Cl)c(C(=O)O)c1)c1ccc(N2CCOCC2)cc1	25%	?	?	15%	?	3%	1.0	-8%	0%
COc1ccc(S(=O)(=O)Nc2c(C)ccc3nsnc23)cc1OC	-1%	-9%	20%	-7%	0%	-3%	-0.2	7%	-2%
O=C(NNC(=O)c1ccc(Br)o1)c1csc(N2CCOCC2)n1	-8%	1%	56%[activator]	/	462%[activator]	-4%	-0.1	/	/
COC1=C(Br)C(=O)c2ncccc2C1=O	28%	-11%	1.3µM*	/	25µM*	/	/	/	/
Nc1nccnc1C(=O)OCc1nc2sc3c(c2c(=O)[nH]1)CCCC3	2%	-6%	67%[activator]	/	12%	6%	0.3	/	/
Cc1cc(C)n2nc(C(=O)Nc3ccc4c(c3)OCO4)nc2n1	-2%	-20%	?	5%	0%	-1%	-2.2	?	-4%
Cc1ccc2occ(C(c3nnnn3C3CCCC3)N3CCN(C(=O)c4ccco4)CC3)c(=O)c2c1 (stereo not given)	/	-14%	-7%	?	-17%	-9%	-0.4	-23%	-3%
COc1ccc(OCC(=O)NNC(=O)C(=O)Nc2ccc(C)cc2)cc1	-3%	-11%	?	-12%	-6%	3%	-0.2	-17%	-9%
COc1ccc(-c2cc(C(F)(F)F)n3nc(C(=O)Nc4sc5c(c4C(=O)OC(C)C)CCC(C)C5)cc3n2)cc1 (stereo not given)	-2%	0%	14%	3%	-35%	/	0.3	-15%	1%
Cc1ccc(NC(=O)CN(C)C(=O)COc2cccc3cccnc23)cc1	2%	-6%	22%	-5%	-15%	-4%	-1.1	-1%	-17%
CC(=O)c1ccc(OCC(=O)N2CCCC(Nc3ccc(C)c(C)c3)C2)cc1 (stereo not given)	-22%	-6%	24%	-8%	i	30%	0.1	17%	-2%
CCOc1cc(C(=O)NC(=S)Nn2cnnc2)cc(OCC)c1OCC	14%	-8%	169%[activator]	-1%	?	?	0.1	-10%	3%
O=C(/C=C/c1cc(Br)ccc1F)OCC(=O)N1CCOCC1	-6%	-3%	24%	/	?	13%	/	/	/
COc1cc(C(=O)OC(C)CN2C(C)CCCC2C)cc(OC)c1OC (stereo not given)	-6%	-16%	116%[activator]	-6%	-30%	10%	0.5	0%	-2%

Part of the list above, as comma-separated lines:
mol,ERG-DNA inh,Pol kappa inh,Pol iota inh,Anesthetic bind,ALOX12 inh,APEX1 inh,TRHR agonist,Pol beta inh,BLM inh
COc1ccc(OCC(=O)NNC(=O)C(=O)Nc2ccc(C)cc2)cc1,-3%,-11%,?,-12%,-6%,3%,-0.2,-17%,-9%
COc1ccc(-c2cc(C(F)(F)F)n3nc(C(=O)Nc4sc5c(c4C(=O)OC(C)C)CCC(C)C5)cc3n2)cc1 (stereo not given),-2%,0%,14%,3%,-35%,/,0.3,-15%,1%
